NCI-60 one-dose screen, 48 h, at 10 µM unless noted. Numbers give growth in % (100 = growth as untreated, 0 = no growth, -100 = all killed).
MDA-MB-231: MDA-MB-231 breast cancer | 81,000 tested, 5% active | AID 1794789
MOLT-4: MOLT-4 leukemia cells; 80,000 tested, 6.9% active
BT-549: BT-549 breast cancer | 78,000 tested, 4.4% active
T-47D: T-47D breast cancer. 79,000 tested, 5% active
MCF7: MCF7 breast cancer. 82,000 tested, 6.3% active
K-562: K-562 leukemia. AID 1794777. 78,000 tested, 7.4% active
MDA-MB-468: MDA-MB-468 breast cancer; 78,000 tested, 8.5% active
SR: SR leukemia cells. 73,000 tested, 8.7% active
Active calls of the source: *; · = no result given; & = joins results of further samples. How the source made its calls: active means growth percent below 10; inactive means the rest. The order is random. Share with any hit: about 13%.

SMILES	MDA-MB-231	MOLT-4	BT-549	T-47D	MCF7	K-562	MDA-MB-468	SR
CCOC(=O)C/C(=N\Nc1cc(=O)[nH]c2ccc(C)cc12)C(=O)OCC	96	18	108	107	95	89	91	46
COc1ccc(C2=C3C(=O)N(Cc4ccccc4)c4ccccc4C3c3c(C)nn(-c4ccccc4)c3N2)cc1 (stereo not drawn)	96	70	117	88	87	80	83	81
NS(=O)(=O)c1ccc(Nc2nc(Nc3ccccc3)nc3n[nH]c(=O)n23)cc1	96	99	102	99	99	97	107	99
CCOC(=O)c1csc(NC(=O)CSc2nc(C)c(C)n2Nc2ccc(C)cc2)n1	62	92	91	54	81	79	67	87
COc1cccc(-c2nn(-c3ccccc3)cc2-c2ccnc(NCCNS(=O)(=O)c3ccc(F)cc3)c2)c1	31	24	76	16	23	18	20	25
O=C1c2ccccc2C(=O)c2c1ccc1c(=O)[nH]nnc21	76	100	84	91	73	84	87	100
O=S(=O)(c1ccc(Cl)c(Cl)c1)c1ccc(Cl)c(Cl)c1	101	98	88	97	97	105	100	71
O=C1CCC(On2nnc3ccccc32)N1 (stereo not drawn)	107	103	103	85	99	104	127	99
COc1ccc2c(c1)c1cc3ccncc3nc1n2C	60	26	68	48	46	65	81	39
O=S(=O)(Nc1cccc2[nH]cnc12)c1ccc(F)c(Cl)c1	100	88	101	·	86	69	72	88

Some entries already given, reduced to MDA-MB-231 and T-47D.
structure	MDA-MB-231	T-47D
O=C1c2ccccc2C(=O)c2c1ccc1c(=O)[nH]nnc21	76	91
O=S(=O)(c1ccc(Cl)c(Cl)c1)c1ccc(Cl)c(Cl)c1	101	97
O=C1CCC(On2nnc3ccccc32)N1 (stereo not drawn)	107	85
COc1ccc2c(c1)c1cc3ccncc3nc1n2C	60	48

Remaining list, next part:
SMILES	MDA-MB-231	MOLT-4	BT-549	T-47D	MCF7	K-562	MDA-MB-468	SR
COc1ccc(CSc2nc3ccc(C)cc3c(=O)n2-c2ccccc2)cc1	104	116	114	96	97	104	102	101
COc1ccc(/C=C/c2c(C(=O)/C=C/c3ccccc3)c(C)nc3ccccc23)cc1	31	6.3*	31	13	13	6.3*	13	11
OCC1CSC(=S)N1Cc1ccccc1 (stereo not drawn)	110	104	·	91	102	102	103	110
O=S(=O)(NCCCNc1nccc(-n2cnc3ccccc32)n1)c1cccc(F)c1	84	80	95	57	93	80	89	74
Cc1c(C)c(Cl)c(C)c(Cl)c1O	105	113	98	112	106	121	107	123
COc1ccc(-c2nc(N)n(C(=S)Nc3ccccc3)n2)cc1	94	99	102	85	89	95	102	91
COc1ccc2c(c1)oc1c(C)c3c(c(C)c12)C(=O)N(CCN1CCCCC1)C3=O	84	87	88	104	92	72	134	78
CC1(C)CC(C)(c2ccccc2)c2ccccc21 (stereo not drawn)	115&103	113&109	145&110	97&93	96&96	110&99	111&122	66&89
Cc1ccccc1[C@H]1C(C(=O)c2ccc(Cl)cc2)C2(N[C@@H]1c1ccccc1)C(=O)Nc1ccc(Cl)cc12 (stereo partly drawn)	-72*	-18*	-29*	13	-22*	-2.2*	-19*	-24*
Cc1nc(N)sc1C	119	94	94	106	99	91	111	94

A stretch of the results above:
SMILES	MDA-MB-231	MOLT-4	BT-549	T-47D	MCF7	K-562	MDA-MB-468	SR
COc1ccc(CSc2nc3ccc(C)cc3c(=O)n2-c2ccccc2)cc1	104	116	114	96	97	104	102	101
COc1ccc(/C=C/c2c(C(=O)/C=C/c3ccccc3)c(C)nc3ccccc23)cc1	31	6.3*	31	13	13	6.3*	13	11

Other compounds:
SMILES	MDA-MB-231	MOLT-4	BT-549	T-47D	MCF7	K-562	MDA-MB-468	SR
O=C(c1ccccc1)c1cc2ccccc2o1	100&105	111&101	82&100	96&102	82&90	124&95	108&97	120&87
CCOC(=O)NNC(=O)c1ccc(-n2nc(-c3ccccc3)c3ccccc32)cc1	87	77	95	67	74	85	80	96
CC(=O)N1CCC[C@]2(C)[C@H]3CC=C4[C@@H]5CC(C)(C)CC[C@]5(C(=O)N5CCN(C)CC5)CC[C@@]4(C)[C@]3(C)CC[C@H]2C1(C)C	95	76	96	82	91	81	85	76
C#C[C@]1(O)CCC2C3CCC4=Cc5oncc5C[C@]4(C)C3CC[C@@]21C (stereo partly drawn)	91	54	68	68	84	61	53	86
C/C(=N\NC(=O)Cn1c2ccccc2c2ccncc21)c1ccccn1	94	96	112	93	106	·	104	90
COc1c(/C=N/NC(N)=O)c(OC)c(OC)c2c1CCO2	105	121	116	95	96	108	100	104
CN1CCN(Cc2ccc(NC(=O)c3cncc(C#Cc4cnc5ccc(OCC6COC6)nn45)c3)cc2C(F)(F)F)CC1	-63*	1.5*	-72*	-1.4*	-71*	0.2*	-61*	-23*
CC1=C2C(=C[C@@](C)(CO)[C@@H]2OC(=O)N(C)CCN(C)C(=O)OC(C)(C)C)C(=O)[C@](C)(O)C12CC2	48	90	57	45	35	·	-10*	51
Cc1ccc(-c2nc(SCC(=O)NCCc3ccc(S(N)(=O)=O)cc3)[nH]c(=O)c2C#N)cc1	93	111	106	101	105	103	110	112
CNC(=O)c1ccccc1Nc1nc(Nc2ccc3c(c2OC)CCC[C@H](N2CCN(CCO)CC2)C3)ncc1Cl	-19*	-23*	30	-23*	6.6*	-44*	-53*	-5.8*

Compounds shown so far that have a furan ring, fused or not (2):
SMILES	MDA-MB-231	MOLT-4	BT-549	T-47D	MCF7	K-562	MDA-MB-468	SR
COc1ccc2c(c1)oc1c(C)c3c(c(C)c12)C(=O)N(CCN1CCCCC1)C3=O	84	87	88	104	92	72	134	78
O=C(c1ccccc1)c1cc2ccccc2o1	100&105	111&101	82&100	96&102	82&90	124&95	108&97	120&87

Carrying on.
SMILES	MDA-MB-231	MOLT-4	BT-549	T-47D	MCF7	K-562	MDA-MB-468	SR
O=C1C=CC(Nc2ccccc2[N+](=O)[O-])C1Nc1ccccc1[N+](=O)[O-] (stereo not drawn)	·	29	-59*	·	-77*	5.1*	-97*	·
Cc1c(C)[n+](=O)c(C)c(C)n1[O-]	98	42	112	126	100	43	116	·
COc1cc(/C=N/NC(=O)c2cnn(CC(O)c3ccccc3)c2N)ccc1OCc1ccccc1 (stereo not drawn)	92	71	97	69	96	78	91	66
Cc1cc(/C=N\N=C(N)N)c(C)n1-c1ccccc1	100	84	73	62	85	75	80	·
COCc1c([N+](=O)[O-])c(C)[nH]c(=O)c1C#N	119	127	104	102	103	130	108	117
Cc1ccc(NC2(C#N)CCCC2)cc1	105&106	111&103	101	97&109	101&101	102&100	115&103	96&105
N#CC(c1ccccc1)N1CCCCC1 (stereo not drawn)	106	97	·	93	103	96	87	103
Cn1ncc(CC(=O)O)c1NC(=O)c1ccc(Cl)cc1N	94	94	108	113	102	130	110	·
CCN(CC)CCCC(C)N(Cc1ccccc1)CC(O)c1ccc(Br)cc1 (stereo not drawn)	103	99	104	99	99	94	109	102
NC(=O)SCC(=O)Nc1ccccc1C(=O)O	113	98	113	106	97	94	113	103
NC1=NN=C(c2ccccc2)C(c2ccccc2)S1 (stereo not drawn)	114	·	125	96	115	95	·	·
CC1CCCCN1CCOc1cc([N+](=O)[O-])ccc1C#N (stereo not drawn)	96	104	109	96	98	100	79	97
Clc1ccc2c(N/N=C/c3c[nH]c4ccc(Br)cc34)ccnc2c1	-90*	-49*	-79*	-55*	-57*	-25*	-94*	-46*
CN1C/C(=C\c2ccc(O)cc2O)c2[o+]c3cc(O)ccc3cc2C1	14	38	40	3.0*	11	35	-16*	2.8*
COc1cc(/C(=C2/C=Nc3ccccc32)c2c[nH]c3ccccc23)ccc1O	79	95	86	73	71	81	92	97
COc1ccc([C@@H](OC)[C@@]2(Cc3ccc(O)cc3)N=C(N)N(C)C2=O)cc1	107	100	·	101	92	104	·	82
Cc1nn(-c2ccc(F)cc2)c2ncnc(Nc3ccc(NC(=O)Nc4cc(C(F)(F)F)ccc4F)cc3)c12	70	63	87	27	64	57	54	61
CC(=O)Nc1nc2c(s1)C1=CC[C@H]3[C@@H]4CC[C@H]([C@H](C)CCCC(C)C)[C@@]4(C)CC[C@@H]3[C@@]1(C)CC2	101	104	112	104	98	97	101	112
COc1ccc(CCN2C(=O)C(C)SC2=S)cc1 (stereo not drawn)	108	106	117	87	93	105	103	93
ClCc1ccc(-c2ccc(Cn3cnc4c(Cl)nc(Cl)nc43)cc2)cc1	-38*	4.3*	·	-23*	-32*	9.5*	·	8.6*
CN1CCSC1=NC(=O)c1ccc(Cl)cc1	100	100	111	99	135	115	·	107
CCCCCC(O)C1C(=O)OC(C)C(O)/C=C/C=C/C=C/C=C/C=C(\C)C(O)CC(O)CC(O)CC(O)CC(O)CC(O)CC1O (stereo not drawn)	87	106	107	100	110	114	106	103
CCCCCCCCn1ccc2cc(NC(=O)CN3CCN(c4cc(C)nc(Cl)n4)CC3)ccc21	95	26	75	68	75	63	57	73
Fc1ccc(N2CCN(/C(=N\c3sc(-c4ccccc4)nc3-c3ccccc3)c3ccccc3)CC2)cc1	105	96	89	80	89	84	89	91
Oc1ccc(Cl)cc1CNc1nc2ccccc2[nH]1	-24*	-25*	58	96	18	-50*	102	-32*
O=c1[nH]c(=O)n([C@H]2C[C@H](O)C(CO)O2)cc1I (stereo partly drawn)	110	90	96	87	34	·	103	79
N#Cc1c(-c2ccc(Cl)cc2Cl)c2c(N)nn(-c3ccccc3)c2[nH]c1=O	94	96	98	96	99	88	111	97
Cn1cc(-c2nnc(-c3ccccc3)s2)c2cc(Br)cnc21	39	83	104	44	40	71	59	91
c1cc(-c2cnn(-c3ccc4cc(OCCN5CCCCC5)ccc4c3)c2)ccn1	91	93	89	83	59	46	93	·
COc1ccc(-n2ncn(Cc3nc(-c4ccc(Cl)cc4)n[nH]3)c2=O)cc1	117	98	82	83	98	92	102	81
COC(=O)[C@]12CC[C@@H](C)[C@H](C)[C@@H]1C1=CC[C@@H]3[C@@]4(C)CC(=O)[C@H](O)[C@@]5(C)COC(=C45)C[C@@]3(C)[C@]1(C)CC2	-73*	-55*	-62*	-37*	-46*	-25*	-84*	-32*
CCOC(=O)C(C)CCc1ccncc1 (stereo not drawn)	117	98	102	98	93	95	96	93
CCOC(=O)C1CCN(c2ccc(N3C[C@@H](CNCc4ccc(C(=N)N)cc4)OC3=O)cc2)CC1	100	101	94	96	97	99	100	98
Cc1nc2sc(C(=O)Nc3ccncc3)c(N)c2cc1C(C)O (stereo not drawn)	92	92	112	87	82	90	84	87
Cc1nn(-c2ccccc2)c2nc3c(c(-c4ccc(Cl)cc4)c12)CNC(c1ccc2c(c1)OCO2)N3 (stereo not drawn)	86	·	70	83	90	88	93	77
Cc1cc(N)n(S(=O)(=O)c2oc(-c3ccccc3)nc2C#N)n1	94	0.9*	101	71	64	7.1*	73	·
Cn1ccc2cc(NC(=O)Cn3cc(-c4ccc(F)cc4)nn3)ccc21	120	112	113	105	102	98	109	127
C#CCOc1ccccc1C(OC(=O)c1cccc(Cl)c1)C(=O)NC(C)(C)C(C)(C)C (stereo not drawn)	74	64	98	72	65	74	71	77
COc1cccc(-c2cc(C(=O)Nc3ccc(/C=C/c4ccc(OC5CCN(C)CC5)cc4)cc3)ccc2OC)c1	-60*	-36*	23	53	-35*	-48*	-36*	-44*
CCCCCN1C(=O)/C(=c2\sc3n(c2=O)NC2C(N=3)N(CC)C(=O)N2CC)c2cc(C)ccc21 (stereo not drawn)	99	103	142	94	86	94	91	93
C=CCNC(N)=O	106	98	·	113	98	102	98	94
Cc1cc(C(O)(c2ccccc2)C(O)(c2ccccc2)c2ccc(-c3ccccc3)c(C)c2)ccc1-c1ccccc1 (stereo not drawn)	92	72	·	89	70	39	38	67
Cc1ccc(C(=O)N2C/C(=C/c3ccc(F)cc3)C(=O)/C(=C/c3ccc(F)cc3)C2)cc1	83	72	93	82	38	44	79	20
COc1ccc(CCC(N)c2ccccc2)cc1OC (stereo not drawn)	100	88	107	91	110	95	124	91
N#CCCC1=CC(CCC#N)(CCC#N)c2ccccc21	113	95	124	105	103	94	116	·
Cc1ccccc1N1CCN(C(=S)Cc2ccc3ccccc3c2)CC1	103	76	129	101	94	99	112	·
CC(C)(C)c1cc(C(C)(C)C)cc(S(=O)(=O)Nc2cccc(C(=O)NCCN)c2)c1	77	86	83	67	83	79	73	73
Nc1c(C(=O)Nc2ccc(Cl)cc2)cnn1-c1ccc(S(N)(=O)=O)cc1	119	115	106	97	92	104	94	123
O=C(CCc1nnc2sc(COc3ccccc3)nn12)c1nc2ncccc2[nH]1	92	113	·	93	94	107	100	·
O=C(c1ccc(Cl)cc1)C1[C@H](c2ccccc2Cl)[C@@H](c2ccccc2)NC12C(=O)Nc1ccccc12 (stereo partly drawn)	-65*	-32*	-77*	-6.7*	-19*	-37*	-45*	-41*

Carrying on:
SMILES	MDA-MB-231	MOLT-4	BT-549	T-47D	MCF7	K-562	MDA-MB-468	SR
CN(C)CCCNc1nc(-c2cccc(C(Cl)(Cl)Cl)c2)nc(C(Cl)(Cl)Cl)n1	96	84	78	109	94	88	114	78
COc1cc(-c2nc3sccn3c2-c2ccnc(SC)n2)ccc1F	87	90	115	64	82	84	82	87
C#CCn1cc(C=C2C(=O)NC(=S)NC2=O)c2cc(Cl)ccc21	-26*	5.6*	25	77	11	15	32	4.9*
CSc1nc(Nc2ccc(C(C)=O)cc2)c(C#N)c(-c2cccc([N+](=O)[O-])c2)n1	98	96	108	95	94	103	113	·
CCOC(=O)CC1(C)SCCN1C(=O)OCC (stereo not drawn)	121	83	101	93	100	85	102	102
Cc1cccc2cc3cccc(C)c3nc12	94	99	97	98	104	119	109	74
